NTR1 ag = agonists of NTR1, primary screen, imaging, U2OS cells, beta-arrestin-GFP, high content (AID 493036); activation, % at 20 µM; NTR1-U2OS beta-arrestin-GFP spot imaging, agonist mode; actives 0.17% (n = 330,000); Neurotensin receptor type 1 (Homo sapiens), P30989;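 active = activation at or above 40% of the spot to cytoplasm intensity ratio, with at least 20 cells analyzed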;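 also: 0% = DMSO without peptide and 100% = 100 nM NTR1 peptide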
Target sequence (P30989 whole entry, looked up): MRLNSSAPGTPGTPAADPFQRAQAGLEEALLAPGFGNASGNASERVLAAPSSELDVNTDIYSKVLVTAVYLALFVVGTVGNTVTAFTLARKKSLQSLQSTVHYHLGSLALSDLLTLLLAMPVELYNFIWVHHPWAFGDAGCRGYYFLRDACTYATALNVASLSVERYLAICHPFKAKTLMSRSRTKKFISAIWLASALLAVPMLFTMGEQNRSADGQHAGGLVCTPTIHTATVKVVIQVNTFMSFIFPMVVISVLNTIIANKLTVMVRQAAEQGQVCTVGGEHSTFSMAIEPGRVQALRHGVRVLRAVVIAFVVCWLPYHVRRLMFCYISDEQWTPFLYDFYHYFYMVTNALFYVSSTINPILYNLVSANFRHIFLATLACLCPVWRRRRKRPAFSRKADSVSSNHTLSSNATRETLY
West Nile virus CPE = West Nile virus antiviral activity, cell-based, CPE readout (AID 1621); West Nile virus-infected cells, CPE inhibition; higher % means a stronger effect; actives 0.02% (n = 290,000); CPE inhibition, % at 10 µM, or IC50 in µM where a hit was titrated; in the data active = a potency from the dose series; also: strong numbers were not always called active
GPR55 beta-arrestin = GPR55 agonists via beta-arrestin recruitment, primary screen, imaging, U2OS cells, beta-arrestin-GFP redistribution (AID 1961); G-protein coupled receptor 55 (Homo sapiens); one-dose activation, % at 10 µM; EC50 in µM for titrated hits; actives 0.048% (n = 290,000); U2OS GPR55 beta-arrestin-GFP redistribution imaging; higher % means a stronger effect;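 active = activation above 40% with more than 50 cells counted in the well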;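 also: U2OS osteosarcoma cells stably expressing GPR55 and beta-arrestin-GFP; plate controls were DMSO negative control for no effect and LPI positive control for full effect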
GPR55 antagonists = GPR55 antagonists blocking LPI-driven arrestin recruitment, primary screen, imaging, U2OS, beta-arrestin-GFP, LPI agonist (AID 2013); inhibition, % at 10 µM, or IC50 in µM where a hit was titrated; actives 0.13% (n = 290,000); U2OS GPR55 beta-arrestin-GFP translocation imaging, LPI antagonism; higher % means a stronger effect;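 active = spots per cell inhibited over 60%, with over 100 cells counted and total cytoplasm intensity under 500,000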;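 also: U2OS cells stably carrying GPR55 and arrestin-GFP stimulated by 5 µM LPI near EC80; imaged beta-arrestin-GFP aggregate spots per cell after agonist stimulation; plate controls were LPI-stimulated DMSO wells for no effect and DMSO wells without LPI for full effect; some results filed as inactive read as strong as hits; confirmed hits need IC50 under 10 µM and bright autofluorescent wells are also inconclusive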
PhoP inhibition = inhibitors of PhoP regulon expression, primary screen, Salmonella Typhimurium, GFP reporter (AID 1863). S. Typhimurium PhoP-regulated promoter GFP reporter, 4 h; higher % means a stronger effect. one-dose inhibition, % at 50 µM; IC50 in µM for titrated hits. actives 0.16% (n = 300,000);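 active = inhibition over 29.93%, a cutoff 3 SD above the screen mean, later confirmed by dose response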;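 also: 0% = low Mg2+ inducing control and 100% = high Mg2+ repressing control; strong numbers were not always called active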
T cell HTS = modulators of CD8 T cell-vesicle binding, primary screen, mouse 2C CD8+ T cells, flow cytometry; calls only at 7 µM; actives 0.068% (n = 330,000); 2C CD8+ T cell-vesicle binding; active compounds read low;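 active = response, share of CD8 T cells binding vesicles, and their 90th percentile fluorescence all below set limits, cut at about 80% in these data, passing the limit was not always enough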
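Read-out – percent CD8+ FL2 mean versus row control · System – murine 2C transgenic CD8+ T lymphocytes · Times – 1.5 h cell–vesicle binding at 37 °C, then 20 min icy labelling · Control set – naked vesicles low, QL9 vesicles with vehicle high · Detection – cytometric PE anti-B7-1 and Alexa647 anti-CD8 signals after 1% paraformaldehyde fixation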
KOR beta-arrestin-1 = KOR agonists, beta-arrestin recruitment, primary screen, cell-based, luminescence, uHTS (AID 1777) | Kappa-type opioid receptor (Homo sapiens) | KOR beta-arrestin recruitment, luminescence; higher % means a stronger effect | one-dose activation, % at 10 µM; EC50 in µM for titrated hits | actives 0.02% (n = 280,000); in the data active = activation above about 50%, passing the limit was not always enough; also: a part of the inactive calls stands beside numbers as strong as those of hits
KOR beta-arrestin-2 = KOR antagonists, beta-arrestin recruitment, cell-based, luminescence, uHTS (AID 1778) | Kappa-type opioid receptor (Homo sapiens) | KOR beta-arrestin recruitment, luminescence, antagonist mode; higher % means a stronger effect | inhibition, % at 10 µM; hits with a dose series show IC50 in µM | actives 0.091% (n = 290,000); in the data active = inhibition above about 50%; also: strong numbers were not always called active
GPR35 antagonists = GPR35 antagonists blocking zaprinast-driven arrestin recruitment, primary screen, imaging, U2OS, beta-arrestin-GFP, zaprinast agonist (AID 2058) | G-protein coupled receptor 35 (Homo sapiens) | U2OS GPR35 beta-arrestin-GFP translocation imaging, zaprinast antagonism; higher % means a stronger effect | inhibition, % at 10 µM; hits with a dose series show IC50 in µM | actives 0.052% (n = 290,000);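 active = inhibition of at least 50% with at least 30 cells and total cytoplasm GFP at most 10,000,000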
T cell HTS vesicle-bound % = further read-out of T cell HTS, marked with its call; double positive events, %; measured here: CD8+ vesicle-bound cell fraction;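 binding gate set so that unloaded-vesicle control wells show 10% double positive cells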
NTR1 ag cell count 20 µM = second read-out of NTR1 ag, no call of its own (marks repeat the call); cell count; measured here: cell count, cytotoxicity flag
* hit, by the source's call; i = inactive; x = no result given; & = joins results of further samples; [ ] = dose if it differs, or a comment. Rows were taken by chance; about 0.62% have a hit in one of these screens.

SMILES	NTR1 ag	NTR1 ag cell count 20 µM	West Nile virus CPE	GPR55 beta-arrestin	GPR55 antagonists	PhoP inhibition	T cell HTS	T cell HTS vesicle-bound %	KOR beta-arrestin-1	KOR beta-arrestin-2	GPR35 antagonists
COC(=O)C1=C(C)N(Cc2ccco2)C(=O)N[C@H]1c1cccc(C(F)(F)F)c1	-1.0	95	-0.9%	-0.3%	14%	8%	i	10	-0.9%	15%	6%
Cc1cccnc1NC(=O)C(C)N1C(=O)c2ccccc2C1=O (stereo unspecified)	-1.4	47	0.5%	-0.3%	-13%	x	i	36	0.9%	20%	4%
Cc1ccnn1CC(=O)N/N=C/c1c[nH]c2ccccc12	-0.6	52	-0.1%	0.0%	22%	-7%	i	55	-1.1%	26%	-6%
COc1ccc(-c2noc(=O)[nH]2)cc1	-0.4	66	0.7%	0.2%	10%	-6%	i	4	-1.2%	41%	7%
O=C(CN1CCCCCC1)Nc1ccccc1Oc1ccccc1	4.8	57	-0.7%	-0.3%	19%	0%	i	27	3.5%	-2%	2%
Cc1c(C(=O)OCc2nc3scc(-c4ccccc4)c3c(=O)[nH]2)cccc1[N+](=O)[O-]	7.8	56	-0.5%	-0.3%	-9%	-9%	i	48	4.9%	-38%	9%
COc1ccc(CNC(=O)C2CCN(S(=O)(=O)c3ccccc3)CC2)cc1	0.4	39	0.1%	0.3%	4%	3%	i	30	2.7%	-16%	4%
CCc1nnc(NS(=O)(=O)c2ccc(NC(=O)c3ccccc3)cc2)s1	0.9	54	0.3%	-0.1%	-7%	3%	i	24	0.6%	3%	10%
COc1cccc(/C=N/NC(=O)CNC(=O)c2ccncc2)c1O	1.1	58	-0.4%	-0.2%	3%	-9%	i	10	-2.9%	-6%	-5%
COC(=O)C1CCCN1S(=O)(=O)c1ccc([N+](=O)[O-])cc1 (stereo unspecified)	-1.0	53	1.8%	-0.1%	-33%	-9%	i	49	-1.8%	-11%[20 µM]	8%
Cc1ccc(C)c(S(=O)(=O)NCCOC(=O)Nc2sc(=S)n(C)c2C)c1	-0.3	51	-0.5%	0.2%	8%	17%	i	22	-0.8%	25%	-5%
COc1ccc(S(=O)(=O)N2CCC(C(=O)NCCC3=CCCCC3)CC2)cc1C	0.8	41	-0.6%	-0.1%	-5%	-4%	i	19	-1.1%	21%	10%
COc1ccc(C(C)=O)cc1CC(=O)Nc1ccccc1-c1ccccc1	-0.8	48	-0.3%	0.3%	-22%	-1%	i	30	-0.6%	-29%	2%
COc1ccccc1-c1cc(C(=O)NCCCN2CCOCC2)no1	-0.7	59	-1.2%	0.3%	1%	-2%	i	17	-1.6%	8%	2%
O=c1oc2ccccc2cc1-c1nnc(-c2cccc(Br)c2)o1	-2.1	87	-0.6%	0.2%	0%	x	i	40	25%	-2%	15%
O=C(CCNc1n[nH]c(=O)[nH]c1=O)N1CCCCC1	0.1	86	0.7%	-0.3%	6%	-9%	i	23	16%	20%	11%
CCc1oc2ccccc2c1C(=O)c1cc(Br)c(O)c(Br)c1	1.3	40	0.8%&0.0%	-0.2%&-0.1%	-7%&-55%	3%&-1%	i	22	0.3%&6.3%	-153%&6%	1%&9%
O=C(Nc1nnc(-c2ccccc2Cl)o1)c1ccco1	0.9	57	0.7%	0.1%	9%	-1%	i	27	-1.7%	9%	-2%
COc1ccc(NC(=O)C2CCN(C(=O)c3ccccc3)CC2)cc1OC	1.3	56	-0.5%	-0.1%	19%	-1%	i	63	5.5%	8%	10%
COc1ccc(/C=C2\SC(=S)N(NS(=O)(=O)c3ccc(C)cc3)C2=O)c(OC)c1	3.5	87	0.0%	-0.1%	-3%	x	i	32	-4.9%	-44%	9%
COC(=O)c1cc(C(=O)OC)n(Cc2ccc(Cl)cc2Cl)n1	2.2	66	-0.2%	-0.1%	-6%	0%	i	11	0.1%	-27%	3%
Cc1cccc(C)c1NCc1n[nH]c(=S)n1-c1ccccc1	1.3	30	0.9%	-0.1%	6%	2%	i	47	-1.3%	-35%[20 µM]	20%
CCOc1ccc(C(=O)NCC(=O)NCCCn2nc(C)cc2C)cc1OCC	1.4	73	-0.1%	0.3%	4%	3%	i	16	1.3%	4%	3%
CN(Cc1c(C(=O)N/N=C/c2c(F)cccc2Cl)nnn1-c1nonc1N)c1ccccc1	6.7	60	0.5%	0.6%	-7%	6%	i	7	14%	-51%	-14%
Oc1cccc(/C=N/Nc2cc(N3CCCC3)nc(N3CCCC3)n2)c1	13	77	-1.1%	-0.2%	25%	-16%	i	2	4.5%	13%	6%
COc1cccc(S(=O)(=O)N2CCN(c3ccccc3F)CC2)c1	0.3	80	-1.3%	-0.2%	19%	4%	i	57	3.3%	-1%	-1%
CCc1nc2oc(C(=O)c3ccccc3)c(N)c2c2c1COC(C)(C)C2	2.3	32	0.3%	-0.2%	13%	-11%	i	54	-7.5%	-5%	-4%
CN(C)CCCNC(=S)N(Cc1cccs1)Cc1cc2cc3c(cc2[nH]c1=O)OCCO3	13	42	0.6%	0.5%	15%	7%	i	59	-2.8%	3%	1%
Cc1cccc(/C(N)=N/OC(=O)c2ccc3c(c2)OCO3)c1	0.9	60	-0.8%	0.5%	20%	-7%	i	50	-1.4%	14%	-5%
COc1ccc(N2CCN(S(=O)(=O)c3ccc(-n4cnnn4)c(C)c3)CC2)cc1	1.3	61	0.0%	-0.4%	2%	-5%	i	51	5.9%	7%	-4%
CCOc1ccccc1OCCCCOc1ccccc1F	2.0	59	-0.2%	-0.3%	2%	5%	i	45	1.0%	6%	9%
COc1cccc(C(=O)Nc2nnc(S(=O)(=O)N(C)c3ccccc3)s2)c1	1.3	62	-0.4%	0.2%	23%	2%	i	55	-2.4%	-37%	0%
CC1CCN(c2ccc([N+](=O)[O-])c(SCCO)c2)CC1	0.9	51	-0.3%	-0.3%	-1%	-5%	i	29	0.0%	-44%	-12%
COc1ccc(CCNC(=O)c2cc(S(=O)(=O)N(C)C)ccc2N2CCCC2)cc1	2.1	42	-0.4%	-0.2%	0%	2%	i	13	-1.3%	-16%	-8%
Cc1cc(=O)oc2cc(OCC(=O)N3CCC(O)CC3)c(Cl)cc12	0.6	72	1.4%	0.3%	25%	1%	i	28	-2.2%	0%	9%
COc1cccc(/C=N/NC(=O)c2ccoc2C)c1	1.2	62	0.2%	-0.1%	4%	-4%	i	38	4.2%	-13%	8%
C=CCNC(=O)c1cc2c(=O)n3cc(C)ccc3nc2nc1NCC1CCCO1 (stereo unspecified)	0.1	76	-0.9%	-0.1%	93%*	-14%	i	42	-2.7%	-7%	6%
CCC(Sc1nc2ncccc2[nH]1)C(=O)N1CCOCC1 (stereo unspecified)	-0.3	73	0.1%	-0.2%	8%	x	i	41	-3.5%	-1%[20 µM]	7%
O=C(CSc1nccc(=O)[nH]1)NC1CCCC1	-0.5	64	0.7%	0.2%	5%	-4%	i	29	-0.5%	6%	-10%
CCC1=[N+](CC(=O)c2ccc(Br)cc2)CCn2c(C)ccc21	-1.8	62	-0.6%	0.6%	-4%	-4%	i	26	2.6%	26%	-3%
O=C(c1cccc(S(=O)(=O)N2CCCC2)c1)N1CCN(c2ncccn2)CC1	1.7	63	-0.2%	-0.3%	-6%	20%	i	12	5.9%	-54%	-3%
O=C(c1ccc(F)cc1)N1CCN(S(=O)(=O)c2ccc(Br)cc2)CC1	0.6	50	-0.9%	-0.1%	-1%	-1%	i	29	-2.9%	13%	7%
O=C(O)c1cc(-c2cccs2)[nH]n1	-0.3	37	0.1%	0.2%	7%	5%	i	50	-6.3%	-11%[20 µM]	8%
FC(F)(F)c1nnc2c(Sc3ccc(Cl)cc3)nc3ccccc3n12	14	79	-0.8%	0.2%	-8%	8%	i	43	1.0%	-22%	24%
NC(=O)c1ccccc1NC(=S)NC(=O)CCc1ccccc1	-0.5	57	-0.6%	0.0%	7%	-9%	i	52	-2.2%	-30%	-9%
O=C(CCc1ccc(O)c(O)c1)NNC(=S)Nc1ccc(Br)cc1Cl	-1.0	41	-1.1%	-0.2%	3%	-3%	i	34	-7.5%	6%	-16%
c1ccc2c(NC3CCCC3)nnc(NC3CCCC3)c2c1	14	74	-0.2%	0.2%	19%	-8%	i	50	-3.2%	-2%	6%
Cc1cccc(Nc2nnc(SCC(=O)N(C)C3CCS(=O)(=O)C3)s2)c1C (stereo unspecified)	-2.5	64	-0.9%	-0.2%	-1%	3%	i	38	-3.0%	16%	-1%
Cc1cc(C)cc(NC(=O)CSc2ccc(-c3ccccn3)nn2)c1	4.7	22	-0.1%	0.3%	-1%	1%	i	12	12%	-24%	-4%
Cc1cc(C)cc(NC(=O)N2CCCC2C(=O)Nc2ccc(-n3cnnn3)c(C)c2)c1 (stereo unspecified)	0.3	50	-0.3%	-0.1%	18%	1%	i	56	2.5%	-7%	12%
O=C(NCCN1C(=O)C2C3C=CC(C3)C2C1=O)Nc1ccccc1 (stereo unspecified)	0.3	50	0.0%	-0.1%	-12%	8%	i	36	3.2%	-2%	-2%
CCCC(=O)OCCNc1cc(Sc2nc3ccccc3[nH]2)c2nonc2c1[N+](=O)[O-]	-1.3	42	-2.3%	0.4%	-20%	1%	i	53	-7.8%	50%	-13%
CCOc1ncccc1C(=O)OCC(=O)Nc1cc(C)ccc1C	0.1	53	0.2%	0.3%	x	-2%	i	31	1.7%	8%	6%
Cn1c2ccccc2c2cnn(CC(=O)Nc3ccc(Cl)cc3)c(=O)c21	5.0	77	-0.1%	-0.1%	-4%	-10%	i	22	-0.4%	6%	10%
